Compound activity as filed in PubChem.
KDM5B inh – Primary screen for KDM5B Histone Demethylases FDH-coupled qHTS. Lysine-specific demethylase 5B (Homo sapiens), Q9UGL1. KDM5B demethylase, FDH-coupled NADH fluorescence (FDH is formaldehyde dehydrogenase). Potency, µM (doses to about 57.7 µM), for the others: at the top dose activity change, negative = inhibition, actives largely listed as inhibitors. hit rate 2.6% among 220,000; active = well fitted inhibition curve with a large enough effect; inconclusive = small, poorly fitted or top-dose-only effect; inactive = no such curve, though single readings can be large or run the other way; note: 0% is about no effect; nearly all actives have a fitted effect of over 70% in size
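Here, H3K4me3 peptide (12.5 µM in substrate mix) is demethylated by KDM5BΔAP, 200 nM final, after 10 min compound exposure. Formaldehyde product is coupled through FDH (0.25 U/mL in mix) to NADH fluorescence; 30-min ΔRFU feeds dose-response curves.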
Starred values were filed as active, the others as inactive; ? = inconclusive; [ ] = dose if it differs, or a comment. Potency is the fitted concentration of half-maximal effect.

smiles	KDM5B inh
O=C(NCc1ccccc1)N1CCc2c(sc3c2CCCC3)C1c1ccccc1 (configuration not stated)	-1%
COc1ccc(-n2cc(-c3ccccc3)nc2SCC(=O)Nc2ccccc2C)cc1	-7%
O=C(Cc1ccc([N+](=O)[O-])cc1)OCc1ccc([N+](=O)[O-])cc1	2%
CNCCN1C(=O)CC[C@H]2CN(C(=O)N3CCOCC3)CC[C@H]21	-11%
CC(C)c1ccc(NNC(=O)C2CCC2)cc1	2%
COc1ccc(-c2cc3ccc(O)c(CN4CCCC4)c3oc2=O)cc1OC	?
O=C(O)CCC(=O)NNc1nc(-c2ccccc2)c2cc(Cl)ccc2n1	7%
CN(C)C[C@@H]1CN(C)C[C@H]1NC(=O)c1cc(F)ccc1Cl	-5%
Cc1ccc(C)c(S(=O)(=O)Nc2ccc3oc(C)nc3c2)c1	-25%
Cc1ccc(-c2nn(CCC#N)c(=O)c3ccccc23)cc1	17%
CCc1nnc2sc(-c3ccc(NC(=O)C(c4ccccc4)c4ccccc4)cc3)nn12	?
O=C(CC1Oc2ccc(Cl)cc2NC1=O)NCc1ccccc1 (configuration not stated)	-26%
O=C(c1ccco1)N(Cc1ccco1)Cc1cc2ccccc2[nH]c1=O	-23%
COc1ccc(CCC(=O)NCc2ccc3c(c2)CCN3C(=O)c2cccc(C)c2)cc1	?
CCc1nnc2c3ccccc3nc(N3CCN(c4cc(Cl)ccc4C)CC3)n12	?
CCc1nc2ccccc2n1CC(=O)Nc1cccc(C#N)c1	10%
O=C1Nc2ccc(-c3ccc(Cl)cc3)cc2C(=O)N2CC[C@H](NC(=O)N3CCOCC3)[C@@H]12	?
Cn1cnc2cc(C(=O)N[C@@H]3COCC[C@@H]3OCc3cscn3)ccc21	-17%
COc1ccc(CN2CC[C@@H]3[C@H]2C(=O)NC[C@H](CCC(=O)NCc2cccs2)N3C)cc1	-17%
Cc1c(Cl)cccc1NC(=O)Nc1nnc(N(C)C2CCCCC2)s1	-11%
CCCOc1ccc(CNC(=O)[C@@]23CCCC[C@H]2N(C)C(=O)CC3)cc1	-1%
O=C(NCCNc1ncccc1C(F)(F)F)Nc1ccc(F)cc1F	-22%
COc1ccccc1C(=O)NC1CCN(C(=O)c2cc3c(=O)[nH]c(C)cn3n2)CC1	-27%
CC(=O)c1ccc(NC(=O)c2sc(-n3nc(C)c(Cc4ccccc4)c3C)nc2C)cc1	-17%
Cc1cc(C(=O)N/N=C/c2c(C)nn(-c3ccccc3)c2Cl)n[nH]1	-16%
CCC(C(=O)Nc1ccccc1OC)n1cnc2c1c(=O)n(C)c(=O)n2C (configuration not stated)	-5%
CC(C)n1cnnc1SCC(=O)N(C)CCOc1ccc(Br)cc1	1%
Nc1ccccc1OCCCc1ccccc1	-5%
CCOC(=O)c1sc(Nc2ccccc2C)nc1C(F)(F)F	?
N#Cc1cccc(NC(=O)Cn2ccn3nc4c(c3c2=O)CCCC4)c1	-7%
Cc1nc2ccccc2n1CCc1nc2c3ccccc3nc(SCC(=O)Nc3cccc(C(F)(F)F)c3)n2n1	-16%
CC1(CNC(=O)c2ccc3c(c2)OCO3)CCOCC1	-19%
O=c1c2nc(OCc3ccc4c(c3)OCO4)ccc2ncn1-c1ccccc1	?
CN(C)c1ccc(C=Nc2ccc(I)cc2)cc1	-25%
O=C(CCC1N=C2c3ccccc3N=C(SCc3cccc(F)c3)N2C1=O)NCCc1ccccc1 (configuration not stated)	-24%
O=C(NC1CCCc2c1[nH]c1c(Cl)cccc21)c1ccc2c(c1)OCO2 (configuration not stated)	-27%
Cc1c(OCC(=O)OC(C)(C)C)ccc2c(-c3ccccc3)cc(=O)oc12	-4%
Cc1noc([C@@H]2CC(F)(F)CN2C(=O)c2ccc(C#N)cc2)n1	9%
COc1ccc(OC)c(NC(=O)c2csnn2)c1	?
CCCC(=O)Nc1ccc2oc(-c3ccc(F)cc3)nc2c1	-25%
Cc1cccc(-c2noc(C34CC5CC(CC(C5)C3)C4)n2)c1	16%
Cc1ccc2c(c1)NC(=O)C(CC(=O)Nc1cc(Cl)ccc1C)O2 (configuration not stated)	-7%
O=C(Cn1c(=O)n2nc(-c3ccccc3)nc2c2ccccc21)Nc1ccccc1C(F)(F)F	-18%
CCOc1cccc(CN2CCCCC23Cc2ccccc2CNC3=O)c1 (configuration not stated)	-19%[115 µM]
C=CCNC(=O)O[C@@H]1CC[C@]2(C)C(CC[C@@H](O)[C@H]2CC(=O)N2CCC[C@H]2CO)[C@]1(C)CO (some centres not stated)	-1%
CCOC(=O)c1cc(-c2ccccc2)n(CC(=O)Nc2ccc(OC)cc2OC)c1C	-21%
O=C(O)c1cccnc1Sc1cccc(C(F)(F)F)c1	6%
Cc1ccc(C)c(NC(=O)N2CCC(Oc3ncccc3C(=O)N(C)C)C2)c1 (configuration not stated)	-10%
CCc1ccc(C2NC(=O)NC(CN(CC)Cc3ccccc3)=C2C(=O)OC)cc1 (configuration not stated)	-11%
N#Cc1c(Cl)nc(N/N=C/c2ccc(Cl)c([N+](=O)[O-])c2)c(Cl)c1Cl	-17%
Cc1cc(NC(=O)C(C)SCC(=O)Nc2ccccc2)no1 (configuration not stated)	14%
CCc1nnc(SCC(=O)Nc2cc(Cl)ccc2C)n1-n1cccc1	20%
Cc1cn2c(=O)cc(COC(=O)c3cccc(NC(=O)C(C)Oc4ccccc4)c3)nc2s1 (configuration not stated)	?
CNC(=O)N1CCC(C2CCN(C(=O)CCc3ccc(OC)cc3)C2)CC1 (configuration not stated)	12%
COc1ccc(C2CC(=O)c3cc(-c4nc(-c5cccc(Cl)c5)cs4)c(=O)[nH]c3C2)cc1OC (configuration not stated)	-29%
Cc1ccc(C(=O)Nc2ccc(OCc3cc(=O)n4c5c(sc4n3)CCCC5)cc2)cc1	?

(list continues)
smiles	KDM5B inh
Cc1[nH]c2ccccc2c1CN1CCc2nc(N3CCN(C)CC3)[nH]c(=O)c2CC1	?
CCc1ccc(NC(=O)Cn2cccc2-c2nc(-c3ccc(OC)c(F)c3)no2)cc1	8%
Cc1cnc(C(=O)NC2C[C@H]3CC[C@@H](C2)N3C(=O)CCCc2ccccc2)cn1 (some centres not stated)	23%
Cc1noc(C(C)N2CCN(c3oc(C4CC4)nc3C#N)CC2)n1 (configuration not stated)	17%
CCN(CC)c1ccc(NS(=O)(=O)c2cc(-c3cc(C)no3)ccc2C)c(C)c1	?
CCCn1nc(C(=O)Nc2nc3ccccc3[nH]2)c2ccccc2c1=O	18%
COC(=O)C1CN(C(=O)C(C)Oc2ccc(F)cc2)c2ccccc2O1 (configuration not stated)	34%
COc1ccc(Cl)cc1NC(=O)C(C)N1CCN(S(=O)(=O)Cc2ccccc2)CC1 (configuration not stated)	-10%
COc1ccc(NC(=O)C(C)n2c(C)c3cnn(-c4ccccc4)c(=O)c3c2C)c(OC)c1 (configuration not stated)	-9%
CC(=O)Nc1cccc(-c2cnc3[nH]cc(CC(=O)N4CCOCC4)c3c2)c1	32µM*
O=C(CC1CCOC2(CCN(S(=O)(=O)Cc3ccccc3)CC2)C1)N1CCCC1 (configuration not stated)	16%
O=C(NC1CCCc2ccccc21)c1ccc2c(c1)sc1nc(-c3ccc(F)cc3)cn12 (configuration not stated)	-26%
CCOC(=O)c1cccc(NC(=O)c2cc(C)nc3c2c(C)nn3-c2ccc(C)cc2)c1	13%
CC(C)(C)c1ccc(-c2cc(C[C@H]3CNCC[C@H]3CC(=O)NCc3cccnc3)no2)cc1	?
COc1ccc(CN2C=C(C(=O)OCc3nc(-c4cccc(OC)c4)no3)C(C)=NS2(=O)=O)cc1	-26%
Cc1ccc2c(c1)C(C)(C)C1(/C=C/c3ccccc3Cl)NC(=O)CN21 (configuration not stated)	7%
CN=c1scc(-c2c(-c3ccccc3)n(C)c3ccccc23)n1C	-15%
CCOC(=O)c1ccc(N2C(=O)c3n[nH]c(-c4ccco4)c3C2c2ccc(O)c(OCC)c2)cc1 (configuration not stated)	-62%
O=C(CSc1nccn1Cc1ccc(F)cc1)NCc1ccc(F)cc1	2%
CC1CCc2nc3ncn(CC(=O)Nc4cccc(C#N)c4)c(=O)c3cc2C1 (configuration not stated)	-24%
CCOCCCNc1nc2c(c(=O)n(C)c(=O)n2C)n1Cc1ccc(Cl)cc1	12%
CCOc1ccc(NC(=O)Cn2ccn(-c3ccc(F)c(F)c3)c(=O)c2=O)cc1	?
COc1ccc(C(=O)N2CCN(c3cc(C(F)(F)F)ncn3)CC2)cc1OC	16%
COCc1nc(C2CCCN(C(=O)c3cccc(C)c3)C2)no1 (configuration not stated)	-13%
CC1c2cc3c(cc2CCN1C(=O)c1ccc(F)cc1F)OCCCO3 (configuration not stated)	-27%
Cc1ccc(-c2ccc3nnc(CNC(=O)c4cc(C)ccc4C)n3n2)cc1	?
CC(=O)Nc1ccc(NC(=O)c2cccc(N(C)C)c2)cc1	-19%
NS(=O)(=O)c1ccc(NC(=O)C2=C(c3ccccc3)SCCO2)cc1	0%
C[S+](=O)([O-])N1Cc2ccccc2OC2(CCN(C(=O)CCc3ccc(O)cc3)CC2)C1	-13%[115 µM]
Cc1ccc(NC(=O)CSc2cn(CC(=O)N3CCOCC3)c3ccccc23)cc1Cl	-13%
Cc1cc(C)cc(NC(=O)C(=O)NCC(c2ccc3c(c2)OCO3)N2CCOCC2)c1 (configuration not stated)	-16%
O=C1CCN(C(=O)CCc2c[nH]c3ccccc23)CCCCCCN1	?

Continued; it opens with the six that closed the last part.
smiles	KDM5B inh
CC(=O)Nc1ccc(NC(=O)c2cccc(N(C)C)c2)cc1	-19%
NS(=O)(=O)c1ccc(NC(=O)C2=C(c3ccccc3)SCCO2)cc1	0%
C[S+](=O)([O-])N1Cc2ccccc2OC2(CCN(C(=O)CCc3ccc(O)cc3)CC2)C1	-13%[115 µM]
Cc1ccc(NC(=O)CSc2cn(CC(=O)N3CCOCC3)c3ccccc23)cc1Cl	-13%
Cc1cc(C)cc(NC(=O)C(=O)NCC(c2ccc3c(c2)OCO3)N2CCOCC2)c1 (configuration not stated)	-16%
O=C1CCN(C(=O)CCc2c[nH]c3ccccc23)CCCCCCN1	?
CC(=O)Nc1cccc(C(=O)OCC(=O)N2CCOCC2)c1	-4%
O=C(Nc1c(NCc2ccccc2)c2ccccc2oc1=O)c1ccc(Br)o1	6%
Cc1c(Cl)cccc1NC(=O)C1CCCN(c2ncnc3onc(C)c23)C1 (configuration not stated)	11%
Cc1cnc(C(=O)N2CCc3nnc([C@@H]4C[C@@H](O)CN4C)n3CC2)cn1	-8%
Cc1cc(NC(=O)C2CCN(S(=O)(=O)c3cccc4nsnc34)CC2)ccc1Br	-4%
COc1cc(CN2CCC3(CC2)Cc2ccccc2CNC3=O)ccc1F	5%[115 µM]
CN(C)C[C@@H]1CN(Cc2cccnc2)C[C@H]1NC(=O)c1ccc2c(c1)OCO2	?
Cc1nc(N)nc(N/N=C/c2ccccc2)n1	27%
CNC(C)c1cccc(C(F)(F)F)c1 (configuration not stated)	-5%[149 µM]
Cc1ccc(N2NC3(CCCCC3)NC2=S)cc1C	-21%
CCC1Oc2ccc(C)cc2N(CC(=O)NCCc2ccccc2)C1=O (configuration not stated)	-4%
CCOc1ccc(-c2nonc2NC(=O)c2oc3ccc(Br)cc3c2C)cc1	-17%
CCOC(=O)CCNC(=O)N1C[C@@H](Oc2cccnc2)C[C@H]1C(=O)N1CCOCC1	-22%
CC(=O)Nc1cccc(-c2cc(C(=O)NCc3c(C)cc(C)[nH]c3=O)c3c(c2)N(C(C)C)CCO3)c1	28µM*
COCCn1c(CCC(=O)Nc2ccc(OC)c(OC)c2)nc2cccnc21	-7%
CNC(=O)c1noc([C@@H]2CC(F)(F)CN2Cc2cccn2C)n1	?
Cc1ccc2nc(NC(C)(C)CO)nc(-c3ccccc3)c2c1	120%[activator]
Cc1cc(C)c(NC(=O)C2CCN(c3nn4c(=O)cc(C)nc4s3)CC2)c(C)c1	4%
Cc1nnc(NC(=O)c2cc(S(=O)(=O)N(C)C)ccc2F)s1	5%
O=C(NCCc1ccccc1)c1ccc2c(c1)CCN2S(=O)(=O)c1ccccc1	2%
O=C(c1ccccn1)N1CC(F)(F)C[C@H]1c1nc(-c2ncccn2)no1	25%
O=C(CSc1n[nH]c(=O)n1Cc1ccccc1)Nc1ccc(F)c(F)c1F	17%
CCOC(=O)C1(Cc2ccc(F)cc2F)CCCN(C(=O)Nc2ccc3c(c2)OCO3)C1 (configuration not stated)	?
C=C(C)C(=O)Nc1cccnc1Oc1ccc(F)cc1	18%
Cc1cc(S(=O)(=O)Nc2ccccn2)ccc1Cl	?
CCCNC(=O)c1ccc(OCc2nnc(C(=O)Nc3ccccc3F)s2)cc1	17%
Cn1ccc(Nc2ccc3nnc(-c4ccccn4)n3n2)n1	?
Cc1ccc(CNc2nc(-c3ccco3)nn2C(=O)c2ccccc2[N+](=O)[O-])cc1	?
CCOC(=O)c1cc(S(=O)(=O)Nc2ccccc2OCC)[nH]n1	?
CNC(=O)c1cnn2c1CN([S+](C)(=O)[O-])CC2	9%[230 µM]
COC(=O)CNC(=O)c1cc(-c2ccncc2)nc2ccccc12	-1%
COCCn1c(-c2cc(Cl)ccc2OC)n[nH]c1=S	15%

An excerpt; count on the stated rates, not on these rows.
